# MT stabilizer: stabilizes microtubules in HeLa cells; % tubulin-high responders, % at 10 µM; HeLa tubulin immunostaining HCS, 24 h; share of cells brighter than vehicle mean+2SD; 0.83% of 200,000 active;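 active means plate Z-score above 3 for both tubulin-high and condensed-nucleus cell shares, with cell loss under 80%, at 10 µM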;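 further: anti alpha tubulin signal scored within the nucleus-defined area of each cell; some results filed as inactive read as strong as hits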
# Ins promoter up: MIN6 insulin promoter up-regulation. z-score at 5 µM. AID 1625. MIN6 insulin promoter-GFP reporter, high-content imaging; stronger effect = higher value. 0.3% of 190,000 active;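 active means z-score above 3 at 5 µM with at least 500 cells counted in the well; inconclusive means wells under 500 cells, flagged as cytotoxic or low count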
# Hep lipid drop: modulators of hepatic lipid droplet formation. AML12 mouse hepatocytes, oleate lipid droplets, BODIPY imaging. inhibition, % at 6.5 µM. 0.4% of 240,000 active. AID 1656;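 active means lipid droplet intensity inhibited by at least 50%, with more than 500 cells counted; inconclusive means wells with under 300 cells, treated as cytotoxic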
#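 Material: mouse AML12 hepatocyte cell line, fixed after treatment; Timing: compound with oleate, overnight; Technique: high-content imaging of BODIPY-stained droplets and DAPI nuclei; Probe or stimulus: oleate, 100 µM final; Dosing: compound at 6.5 µM only.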
# P. falciparum M17LAP: P. falciparum M17LAP inhibitors, primary screen, biochemical, fluorogenic H-Leu-NHMec substrate, 1536-well (AID 1619); inhibition, % at 30 µM; hits with a dose series show IC50 in µM; 0.38% of 220,000 active; recombinant M17LAP, H-Leu-NHMec fluorogenic kinetic assay; higher % means a stronger effect;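 active means compound inhibiting the enzyme by more than half at any dose during confirmatory dose-response retesting; inconclusive means strong single-dose inhibitors picked by rank but not retested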;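 further: plate controls were full reaction with DMSO carrier for no effect and no enzyme background for full effect; strong numbers were not always called active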
# Dynein cargo inh: blocks dynein driven cargo transport along microtubules; 3617.4 mouse cells, GR-EGFP nuclear translocation imaging; test concentration mostly 20 µM; stimulated with dexamethasone, 1 µM; stronger effect = lower value; z-score, hits read low; 0.47% of 220,000 active; AID 1381;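 active means plate z-score of nuclear minus cytoplasmic receptor signal below a set negative limit, without overly bright fluorescence or cell loss, cut at about -3.5 in these data, passing the limit was not always enough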;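 further: z-score of nuclear minus cytoplasmic ring GR-EGFP intensity difference per well; some compounds called inactive have numbers as strong as hits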
#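 Also added – dexamethasone, 1.0 µM final · Buffer or medium – tet-free, stripped-serum medium · Schedule – induction 48 h, compound 1 h, agonist 30 min · Detection – formaldehyde fixation, Hoechst nuclear stain, 10x automated fluorescence imaging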
# P. falciparum M1AAP: P. falciparum M1AAP inhibitors, biochemical, fluorogenic H-Leu-NHMec substrate, 1536-well (AID 1445) | recombinant M1AAP, H-Leu-NHMec fluorogenic kinetic assay; higher % means a stronger effect | one-dose inhibition, % at 30 µM; IC50 in µM for titrated hits | 0.42% of 220,000 active;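 active means primary inhibition above the hit cutoff, then over 50% inhibition at one or more dose response concentrations, cut at about 23% in these data, passing the limit was not always enough; inconclusive means conflicting primary data, or primary hits not chosen for dose response; inactive means low primary inhibition, or under 50% at every dose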;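 further: plate controls were DMSO full reaction for no effect and no enzyme background for full effect; strong numbers were not always called active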
# ER stress rescue: protection against thapsigargin-triggered cell killing – 384-well, CSM14.1, ATP luminescence, primary screen (AID 1222) | CSM14.1 thapsigargin-induced death rescue, ATP luminescence; higher % means a stronger effect | cellular ATP content (survival), % at 20 µM; hits with a dose series show EC50 in µM | 190,000 tested, under 10 active;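 active means EC50 below 50 µM in the dose-response confirmation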;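 further: death triggered by thapsigargin at about 15 µM added after 2 h compound pretreatment; cell ATP read after overnight thapsigargin exposure of roughly 18 to 22 hours; normalized against plate controls of thapsigargin alone and 5% DMSO vehicle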
# Yfh1-depleted yeast: enhancers of respiration in Yfh1-depleted yeast, dose response, Friedreich's ataxia, plus single-dose screen (AID 1465). S. cerevisiae Yfh1-off respiration, WST-1 reduction, 72 h; higher fold induction means a stronger effect. fold induction at 50 µM; hits with a dose series show EC50 in µM. 0.074% of 220,000 active;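 active means fold induction of absorbance versus untreated yeast above a set limit, then at least 30% activation at any dose in follow-up; inconclusive means repeats straddling the limit, or above it without dose testing; inactive means fold induction below the set limit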;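 further: activators that raise dye reduction in frataxin-depleted yeast; strong numbers were not always called active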
# Autophagy mod: alters autophagy in cells. MEF GFP-LC3 puncta imaging; test concentration mostly 10 µM. calls only at 10 µM (by protocol). 0.98% of 190,000 active. AID 463193;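 active means percentage of spot-positive cells more than 3 SD above its plate mean, without a fluorescence outlier flag or 80% toxicity; inconclusive means no clear call, values can overlap the other calls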;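 further: spot-positive cell cutoff set from DMSO-treated cells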
# Dynein cargo inh cytoplasmic EGFP: further read-out of Dynein cargo inh, marked with its call; z-score; measured here: cytoplasmic GR-EGFP intensity; stronger effect = higher value
# Dynein cargo inh nuclear GR-EGFP: second read-out of Dynein cargo inh, no call of its own (marks repeat the call); z-score; measured here: nuclear GR-EGFP intensity;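 lower value marks the stronger effect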
# Dynein cargo inh cell count: also measured in Dynein cargo inh; calls as there; z-score; measured here: cell count per field
# Ins promoter up cell count: second read-out of Ins promoter up, no call of its own (marks repeat the call); cell count; measured here: cytotoxicity, nuclei count;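 total cells summed across four imaged fields per well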
# Hep lipid drop cells 6.5 µM: further read-out of Hep lipid drop, marked with its call; cell count; measured here: cell count, cytotoxicity flag;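 cells counted across two imaged fields per well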
# MT stabilizer Hoechst-high %: further read-out of MT stabilizer, marked with its call; % Hoechst-high responders; measured here: nuclear condensation Hoechst responders;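 share of cells brighter than vehicle mean plus two SD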
# MT stabilizer cytotoxicity %: recorded beside MT stabilizer, whose call it bears; toxicity, %; measured here: cytotoxicity by cell density;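 0% = mean cell density of plate MIN control wells and 100% = no cells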
# Autophagy mod cell loss 18 h: further read-out of Autophagy mod, marked with its call; toxicity, %; measured here: cell loss, nuclei count;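 cell loss after 18 h compound exposure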
# An asterisk follows results filed as active; i = inactive; ? = inconclusive; . = no result given. Not a hit list. About 3.5% of those tested had a hit in this group.
SMILES,MT stabilizer,MT stabilizer Hoechst-high %,MT stabilizer cytotoxicity %,Ins promoter up,Ins promoter up cell count,Hep lipid drop,Hep lipid drop cells 6.5 µM,P. falciparum M17LAP,Dynein cargo inh,Dynein cargo inh cytoplasmic EGFP,Dynein cargo inh nuclear GR-EGFP,Dynein cargo inh cell count,P. falciparum M1AAP,ER stress rescue,Yfh1-depleted yeast,Autophagy mod,Autophagy mod cell loss 18 h
COc1ccc2c(c1)CCN(C(=O)CCl)C2C1C(=O)CCCC1=O (centres undefined),5.6,2.8,4.3,0.17,1254,5.0,592,-5.0%,-0.237,0.358,-0.242,0.495,-1.0%,0.1%,i,i,0.7
CC1=C(C(=O)OCCOC(C)C)C(c2cc3c(cc2Br)OCO3)C2=C(CCCC2=O)N1 (centres undefined),3.0,1.6,9.9,-0.69,1279,-9.4,577,-1.2%,-0.15,-0.252,0.2,-0.665,11.3%,.,i,i,3.1
CCc1ccc(NC(=O)N(Cc2cccnc2)Cc2ccco2)cc1,2.6,2.9,5.7,1.52,807,1.6,734,2.3%,0.48,0.713,0.239,0.751,3.3%,-3.0%,i,i,-36.3
Cc1cc(C(=O)N/N=C2\CC(=O)CC(C)(C)C2)n[nH]1,2.3,2.1,5.8,.,.,.,.,2.9%,1.23,-0.278,0.691,-0.0741,-1.2%,0.1%,i,i,8.2
Cc1cc(=O)[nH]c(SCC(=O)c2ccc3c(c2)NC(=O)CO3)n1,.,.,.,-1.02,908,-3.2,720,2.4%,0.153,-0.305,-0.34,0.829,1.3%,.,i,.,.
CC(C)(C)C(=O)CC(=O)Nc1ccc(Cl)c(N)c1,4.2,3.7,7.3,-0.25,1102,.,.,23.8%,-1.56,-0.317,-1.11,0.272,3.4%,-3.0%,i,i,0.0
Cc1c(C(=O)OCC(=O)N(CCC#N)c2ccccc2)oc2c1ccc1ccccc12,4.8,4.6,3.2,0.92,677,4.9,741,7.1%,-0.966,-0.349,-0.265,0.572,4.5%,3.8%,i,i,10.1
COc1ccc2cc(S(=O)(=O)NCCCN3CCOCC3)ccc2c1,1.9,1.9,9.3,-0.85,659,2.2,717,4.0%,-0.106,0.171,0.667,0.102,-1.5%,1.1%,i,i,-5.6
COC(=O)c1cc2n(n1)CCN(Cc1cccc(OC)c1)C2=O,1.8,2.6,6.2,0.66,1147,1.6,695,-5.4%,-0.439,-0.297,-0.307,-0.465,-3.4%,.,i,i,-3.9
O=C(NCCc1ccccc1)c1c(F)c(F)c(F)c(F)c1F,1.6,2.4,10.0,0.26,1342,1.0,639,-2.9%,0.0284,-0.185,0.214,-0.136,-0.1%,-0.3%,i,i,7.1
CCCCC(=O)Nc1cccc(-c2nn3c(C)nnc3s2)c1,2.9,2.5,7.5,-0.72,1348,37.6,716,5.3%,0.213,-0.17,-0.502,0.0635,4.8%,-1.5%,i,i,-4.2
C=CCn1c(C)cc(C2=NNC(=NCc3ccccc3)SC2)c1C,15.4*,37.7*,28.4*,0.15,1085,-14.1,726,9.3%,-0.343,-0.171,-0.4,0.649,7.0%,-1.6%,i,i,8.3
COc1ccc(-c2nc3ccccc3o2)cc1NC(=O)c1ccc(Br)o1,2.0,4.1,8.5,-0.63,1126,.,.,30.3%,2.54,-0.143,1.94,-0.566,-1.8%,-1.2%,i,i,4.2
CCOCCn1c(C(C)C)nc2ccccc21,1.6,1.8,5.7,0.63,1006,-3.0,811,-2.9%,-0.925,-0.0907,-0.281,1.2,0.1%,2.8%,i,i,-6.3
COc1ccc(CN(C(=O)c2ccc(CN3CCOCC3)o2)C(C(=O)NCC2CCCO2)c2ccc(F)cc2)cc1 (centres undefined),2.9,3.6,9.1,0.74,1673,-7.1,587,-8.2%,1.34,-0.269,0.54,-0.227,-0.6%,-1.4%,i,i,5.6
CCOC(=O)c1c(C)[nH]c(C(=O)COC(=O)/C=C/c2ccc3c(c2)OCO3)c1C,6.4,1.9,9.5,-0.26,1524,-28.5,677,-8.8%,0.667,-0.148,0.392,-0.634,-0.1%,3.3%,i,i,-5.5
O=C1CCCN1CCC1CCN(C2CC(=O)N(c3ccc(F)cc3)C2=O)CC1 (centres undefined),1.8,1.6,7.0,-0.66,1286,14.0,721,-0.8%,-0.968,-0.199,-0.778,0.0158,2.2%,0.7%,i,i,-10.6
Cc1nnc(SCCn2c(N3CCN(C)CC3)nc3c2c(=O)[nH]c(=O)n3C)s1,2.6,4.4,11.4,-1.03,1073,.,.,-6.8%,-0.513,0.709,0.122,0.134,6.5%,0.0%,i,i,2.2
Cc1c(NC(=O)COC(=O)C2(c3ccccc3F)CCCC2)c(=O)n(-c2ccccc2)n1C,2.6,2.4,8.1,-0.19,1280,5.4,729,18.3%,-0.0568,-0.208,0.0242,0.209,3.5%,0.2%,i,i,-6.7
Cc1c(NC(=O)NCc2ccccc2)c(=O)n(-c2ccccc2)n1C,5.1,2.6,11.0,1.15,1134,.,.,4.6%,-0.528,-0.194,-0.0549,0.185,2.9%,-0.6%,i,i,-19.6
O=c1c2cc(-c3ccccc3)sc2ncn1-n1cccc1,2.3,1.3,7.9,0.3,800,0.5,726,-8.8%,1.33,-0.189,1.01,-0.175,-4.3%,-2.9%,i,i,-6.3
O=C1CC(c2ccc(Cl)cc2)CC(O)=C1C=NCCN1CCNCC1 (centres undefined),3.2,2.4,6.3,-0.08,1032,.,.,1.0%,-0.553,-0.194,-0.287,0.0731,1.9%,-1.3%,i,i,3.0
Cc1ccc(-n2c(C3CC3c3ccc(Cl)cc3)n[nH]c2=S)cc1 (centres undefined),2.2,1.4,12.9,-0.24,926,-34.9,767,-9.7%,0.823,-0.213,0.901,0.312,-6.5%,1.0%,i,i,-11.8
CCOC(=O)c1c(NC(=O)N/N=C/c2ccc(O)c(OC)c2)sc(C(C)=O)c1C,.,.,.,-0.91,670,5.7,610,4.2%,0.799,-0.639,0.377,-1.26,-1.1%,.,i,.,.
O=C(N=Nc1c(O)[nH]c2ccccc12)c1ccco1,4.5,2.7,3.9,0.32,1483,-9.0,686,23.3%,-1.49,-0.341,-0.53,0.669,13.3%,-3.4%,i,i,8.1
CC(NC(=O)C(=O)NN=C1CCCCCCC1)c1ccccc1 (centres undefined),3.7,2.1,8.4,0.77,1358,.,.,4.0%,-0.443,-0.0905,0.469,1.29,8.5%,-2.1%,i,i,-35.2
COc1cc(NC(=O)Cn2nc(-c3ccc(F)cc3)ccc2=O)ccc1-n1cnnn1,4.3,1.6,9.4,-0.56,1109,-0.3,680,2.4%,0.546,-0.247,0.171,0.803,-0.6%,1.0%,i,i,20.7
COc1cc2c(C#N)c(N3CCc4ccccc4C3)nc(N)c2c(N)n1,9.4,4.0,10.0,-1.49,925,11.2,677,-1.3%,3.5,0.121,2.11,-2.26,?,.,i,i,2.8
CC12C=CC3(O1)C(C(=O)N(c1ccccc1)C3C(=O)NC1CCCC1)C2C(N)=O (centres undefined),4.0,2.1,6.3,.,.,-5.4,775,17.6%,0.759,-0.0435,0.99,-0.236,2.5%,-1.3%,i,i,4.5
COc1ccc(CCN2CN(S(=O)(=O)c3ccccc3)c3nc4ccccc4nc32)cc1,4.0,2.3,5.0,-0.4,1287,-13.4,684,-4.7%,-0.47,-0.22,-0.381,-0.0604,8.6%,0.4%,i,i,3.2
CC(C)(O)C(=O)NNC(=S)Nc1cccc(C(F)(F)F)c1,1.4,1.6,11.3,-0.31,1521,11.6,702,18.5%,-0.0239,-0.286,0.00688,0.13,5.0%,2.5%,i,i,-36.8
COc1ccc(N2CCN(C(=O)c3ccc(N4C(=O)NC5CC4(C)Oc4ccccc45)cc3)CC2)cc1 (centres undefined),3.0,1.7,8.5,-0.19,1265,.,.,12.3%,-0.544,-0.2,-0.189,0.595,6.1%,1.1%,i,i,-13.0
CC(=O)OCC1=C(C(=O)O)N2C(=O)C(NC(=O)c3ccc(COc4cccc(Cl)c4Cl)o3)C2SC1 (centres undefined),1.8,3.2,5.7,0.32,1047,-3.6,686,48.2%,-1.02,0.0786,-0.351,-0.653,17.2%,.,i,i,-12.5
O=C(O)CSc1ccc2ccccc2n1,2.0,2.0,3.9,.,.,-3.5,623,18.8%,-0.541,-0.26,-0.95,0.101,1.3%,-2.5%,i,i,-2.2
C(=N\n1cnnc1)/c1cccc(Oc2ccccc2)c1,4.7,3.0,6.8,.,.,17.3,792,0.6%,-0.132,-0.321,0.514,0.411,3.3%,1.7%,i,i,-10.8
Cc1cccc(C)c1OCC(=O)OCC(=O)c1ccc2c(c1)NC(=O)CO2,2.4,1.7,3.5,.,.,-11.7,714,13.8%,0.437,-0.256,1.01,0.369,10.8%,-1.4%,.,i,34.5
Cc1ccc(-c2nc(NCC3CCCO3)sc2C)cc1 (centres undefined),3.0,1.3,11.8,-0.68,1472,-2.9,665,-1.1%,-0.766,-0.132,-0.517,0.232,6.6%,1.8%,i,i,-0.4
COCCNC(=O)C1CC(c2ccc(F)cc2)=NO1 (centres undefined),2.3,1.8,9.0,-0.1,966,.,.,3.8%,0.249,-0.103,0.303,0.0256,9.1%,1.0%,i,i,-21.4
COC(=O)CCCC1=CC2=CC(=O)C(C)(OC(=O)c3cccs3)C(=O)C2=CN1CCCOC(C)C (centres undefined),.,.,.,0.01,972,-19.8,708,7.0%,1.14,-0.691,0.653,-0.806,3.1%,.,i,.,.
